Screens: PubChem BioAssay, National Center for Advancing Translational Sciences (NCATS)
Pol kappa inh: DNA polymerase kappa (human) inhibition. Potency, µM (doses to about 107 µM), for inactives: top-dose activity, negative = inhibition, hits mostly inhibitors. Q9UBT6. purified Pol kappa, fluorescent DNA synthesis assay, 10 min. 0.53% of 400,000 active; note: % is set by controls: 0 for no effect and ±100 for the full control effect
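Enzyme at 10 nM met test compounds for 15 min at room temperature. Substrate addition (50 nM final) began the reaction, which was monitored by fluorescence at 0 and 10 min.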
Apoferritin bind: binds horse apoferritin like a general anesthetic; P02791; apoferritin/1-aminoanthracene competitive binding, fluorescence; Potency, µM (doses to about 77.5 µM), for the others: at the top dose activity change, negative = displacement, usual class: inhibitors; 0.074% of 350,000 active; AID 485281; note: % is set by controls: 0 for no effect and ±100 for the full control effect; nearly all actives have a fitted effect of over 20% in size
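Apoferritin-based anesthetic binding model; compound displacement of fluorescent 1-AMA measured as endpoint fluorescence after 10 minutes at room temperature, scaled to free-ligand and complex controls.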
Pol iota inh: inhibitors of human DNA polymerase iota; Q9UNA4; Pol iota fluorescent replication assay, 10 min; Potency, µM (series often up to 115 µM), for the others: at the highest dose activity, negative = inhibition, most hits filed as inhibitors; 1% of 390,000 active; AID 588590
Target sequence (Q9UNA4 whole entry, looked up): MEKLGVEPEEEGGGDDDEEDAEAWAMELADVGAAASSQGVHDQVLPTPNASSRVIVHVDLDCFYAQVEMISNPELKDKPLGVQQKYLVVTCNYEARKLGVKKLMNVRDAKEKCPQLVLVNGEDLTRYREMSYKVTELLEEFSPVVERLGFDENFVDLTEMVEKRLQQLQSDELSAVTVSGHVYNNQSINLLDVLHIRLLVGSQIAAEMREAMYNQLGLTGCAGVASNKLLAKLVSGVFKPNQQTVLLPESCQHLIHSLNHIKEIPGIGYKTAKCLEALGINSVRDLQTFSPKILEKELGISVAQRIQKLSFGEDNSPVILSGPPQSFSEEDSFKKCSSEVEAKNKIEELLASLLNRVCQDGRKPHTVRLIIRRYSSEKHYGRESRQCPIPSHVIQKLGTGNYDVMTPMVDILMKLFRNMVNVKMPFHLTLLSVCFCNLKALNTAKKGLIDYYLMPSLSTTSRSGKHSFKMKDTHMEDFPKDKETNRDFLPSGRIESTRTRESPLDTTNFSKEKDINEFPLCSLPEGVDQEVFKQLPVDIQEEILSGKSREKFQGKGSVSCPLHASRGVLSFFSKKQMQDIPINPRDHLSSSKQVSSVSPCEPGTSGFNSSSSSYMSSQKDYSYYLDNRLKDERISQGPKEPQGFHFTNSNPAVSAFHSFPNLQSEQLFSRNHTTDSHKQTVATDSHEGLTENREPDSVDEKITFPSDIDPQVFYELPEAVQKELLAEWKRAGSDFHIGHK
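Pol iota at 10 nM preincubated 15 min with compounds at room temperature; reaction started with fluorescent substrate, 50 nM final. Fluorescence read kinetically at 0 and 10 min; buffer-only wells as negative control.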
BAZ2B inh: BAZ2B (human) inhibition; Potency, µM (top dose mostly 114 µM), for the others: at the highest dose activity change, negative = inhibition, most hits filed as inhibitors; 4.4% of 360,000 active; AlphaScreen BAZ2B-H3K14Ac peptide displacement; note: % is set by controls: 0 for no effect and ±100 for the full control effect; nearly all actives have a fitted effect of over 60% in size
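Complex of BAZ2B and biotin-H3K14Ac (50 nM apiece) forms over 30 min at RT, then faces library compounds up to 110 uM for another 30 min; AlphaScreen beads added, 20 min dark incubation, luminescence read.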
G9a block: blocks human histone lysine methyltransferase G9a; 8.8% of 350,000 active; Q96KQ7; G9a H3K9 monomethylation, AlphaScreen, 2 h; Potency, µM (titrated, usually from 102 µM), inactives show at the highest dose activity, negative = inhibition, actives largely listed as inhibitors; note: % is set by controls: 0 for no effect and ±100 for the full control effect; nearly all actives have a fitted effect of over 75% in size
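Enzyme 20 nM + cpd, 15 min RT; add b-H3K9 pep 500 nM / SAM 20 uM; 2 h RT; anti-H3K9me1 Ab 0.5 ug/mL + SA donor / anti-rabbit acceptor beads 20 ug/mL each, 10 min; AlphaScreen read.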
APE1 inh: blocks human APE1 abasic DNA cleavage | P27695 | recombinant APE1, TAMRA/BHQ-2 abasic DNA cleavage fluorescence | Potency, µM (highest dose often 65.8 µM), for the others: at the top dose activity change, negative = inhibition, hits mostly inhibitors | 0.35% of 350,000 active;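 note: plate controls were vehicle for no effect and reference inhibitor for full effect; nearly all actives have a fitted effect of over 55% in size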
Target sequence (P27695 whole entry, looked up): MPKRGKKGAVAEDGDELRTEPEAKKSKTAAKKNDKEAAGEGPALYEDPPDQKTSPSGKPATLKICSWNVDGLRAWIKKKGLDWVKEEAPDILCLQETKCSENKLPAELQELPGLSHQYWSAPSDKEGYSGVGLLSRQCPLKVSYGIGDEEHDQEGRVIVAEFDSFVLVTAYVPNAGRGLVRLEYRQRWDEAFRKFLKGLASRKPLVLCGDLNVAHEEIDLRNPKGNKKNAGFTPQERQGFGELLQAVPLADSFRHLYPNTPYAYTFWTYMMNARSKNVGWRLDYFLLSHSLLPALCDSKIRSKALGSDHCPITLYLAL
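Readout is kinetic fluorescence (ex 525, em 598 nm) from cleavage of 50 nM TAMRA/BHQ-2 THF abasic duplex by 0.75 nM APE1, compound added 15 min beforehand at RT.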
BLM helicase inh: Bloom syndrome helicase (human) inhibition | P54132 | recombinant BLM DNA unwinding, fluorescence dequenching | Potency, µM (highest dose often 56.1 µM), for inactives: top-dose activity change, negative = inhibition, actives largely listed as inhibitors | 0.2% of 350,000 active | AID 2528;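 note: plate controls were vehicle for no effect and no enzyme for full effect; nearly all actives have a fitted effect of over 35% in size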
POLH inh: blocks human DNA polymerase eta activity. Q9Y253. recombinant Pol eta, fluorescent DNA replication assay. Potency, µM (highest dose often 114 µM), inactives show at the highest dose activity change, negative = inhibition, hits mostly inhibitors. 1.2% of 390,000 active. AID 588591; note: % is set by controls: 0 for no effect and ±100 for the full control effect
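Pol eta (10 nM) was preincubated with compounds for 15 min at room temperature, after which fluorescent replication substrate (50 nM final) was added to start the reaction. Fluorescence was read kinetically at 0 and 10 min.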
Pol beta inh: inhibitors of human DNA polymerase beta | Pol beta primer extension/strand displacement, fluorescence kinetic | Potency, µM (titrated, usually from 114 µM), for the others: top-dose activity change, negative = inhibition, most hits filed as inhibitors | 1.3% of 340,000 active; note: % is set by controls: 0 for no effect and ±100 for the full control effect
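Pol beta (10 nM) and compounds were preincubated 15 min at room temperature, then 50 nM substrate (final) started primer extension/strand displacement. Reads were taken at 0 and 10 min; concentration-response data were fitted to a four-parameter Hill equation.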
Numbers without * were called inactive; ? = inconclusive; · = not tested or not shown; & = joins results of further samples; [ ] = dose if it differs, or a comment. Calls come from the whole dose curve; as a rule, active = well fitted curve in the direction sought with a large enough effect; inconclusive = small, poorly fitted or top-dose-only effect, or another doubt; inactive = no such curve, though single readings can be large; an effect the other way counts as inactive or inconclusive. Potency is the fitted concentration of half-maximal effect. Not all compounds are listed. The share of hits here may be higher or lower than overall.

SMILES | Pol kappa inh | Apoferritin bind | Pol iota inh | BAZ2B inh | G9a block | APE1 inh | BLM helicase inh | POLH inh | Pol beta inh
COc1ccc(OC)c(C(=O)NC(CC(N)=O)c2ccc(NCCN3CCOCC3)c([N+](=O)[O-])c2)c1 (centres undefined) | 14% | -3% | -9% | -3% | 4%[12.7 µM] | 2% | -1% | -9% | 0%
COc1ccccc1-c1n[nH]c(=S)n1N | -10% | 1% | 164%[activator] | ? | 13µM* | 3% | 2% | -13% | 18%
CCc1ccc(/C(C)=N/NC(=O)c2c[nH]c3ccccc23)s1 | -2% | -2% | -29% | 0% | · | -11% | -3% | -8% | -9%
O=C(OCc1cc(=O)n2cc(Br)ccc2n1)C1COc2ccccc2O1 (centres undefined) | -21% | ? | -5% | -8% | -50% | -1% | -6% | 3% | ?
CC(C)Sc1nc2sccc2c(=O)n1-c1ccccc1 | -10% | -3% | ? | -13% | 40µM* | 4% | -5% | -8% | -6%
O=C(O)/C=C/C(=O)N1Cc2cc3ccccc3nc2C1 | ? | -5% | ? | -38% | ? | 70%[activator] | -15% | 50µM* | ?
Cc1nn(-c2ccc(Cl)cc2)c2sc(C(=O)N3CCN(C(=O)c4ccco4)CC3)cc12 | · | -12% | · | 3% | -30% | 6% | -2% | · | 14%
CC(=O)c1ccc(NC(=O)CCn2c(=S)oc3ccccc32)cc1 | -14% | -6% | -17% | 10% | 6% | 42% | -1% | -8% | 1%
Nc1nc(CSc2ccc(Cl)cc2)nc(N2CCCCC2)n1 | -1% | ? | 107%[activator] | -4% | 20% | -4% | -6% | ? | -22%
Cc1ccc(NC(=O)c2ccccc2OCC(=O)c2ccc(F)cc2)cc1 | -3% | -2% | 2% | 8% | 3%[59 µM] | -1% | 2% | -12% | 84%
CCOC(=O)N1CCC(=NNC(=O)c2ccccc2F)CC1 | -4% | -2% | -4% | 1% | -7%[59 µM] | -2% | -3% | -1% | 21%
CCOc1cc(S(=O)(=O)N(CC)CC)ccc1Br | -18% | ? | -7% | 28% | 11%[12.7 µM] | -3% | -3% | -16% | 1%
COc1cccc(NC(=O)CCc2c(C)nc3ncnn3c2C)c1 | 3% | -2% | 8% | -10% | 7%[59 µM] | · | -2% | -12% | 35%
CCCOc1ccc(N2C(=O)CC(N(Cc3ccc(S(N)(=O)=O)cc3)C(=O)CC)C2=O)cc1 (centres undefined) | -5% | 18% | ? | -1% | ? | 5% | 1% | 6% | -14%
CCN(C(=O)CN1C(=O)NC2(CCc3ccccc32)C1=O)C1CCCCC1 (centres undefined) | -3% | · | 20% | -1% | 45µM* | 15% | · | -24% | ·
O=C(N/N=C(\CC(=O)c1cccs1)C(F)(F)F)c1cccnc1 | -18% | -22% | 111%[activator] | 12% | -5% | -3% | 0% | 0% | 1%
CNC(=O)c1ccccc1S(=O)c1ccccc1C#N (centres undefined) | -3% | -11% | -7% | 6% | 1%[59 µM] | -4% | -1% | -21% | 6%
COc1ccc(C(=O)NCc2ccc(-c3nc4ccccc4s3)cc2)cc1 | -9% | 5% | -4% | -34% | 16% | -4% | -6% | -5% | 8%
COc1ccc(CN(C)c2ccc(-c3nc(-c4ccc(OC)c(OC)c4)no3)cc2[N+](=O)[O-])cc1 | -30% | -15% | -12% | -5% | -6%[59 µM] | · | -14% | -17% | ?
COc1ccccc1-n1c(=O)n(C)c2c(C(N)=O)nc(-c3cc(OC)c(OC)c(OC)c3)nc21 | -14%[60.1 µM] | 26% | 5% | 9% | 25%[59 µM] | · | -3% | -5% | 0%
CN1/C(=C\C(=O)c2ccco2)C(C)(C)c2ccccc21 | -11% | -21% | ? | 43%[activator] | ? | 0% | -5% | -8% | 1%
CCOCCSc1nc2c(c(=O)[nH]c(=O)n2C)n1CCCc1ccccc1 | -22% | -7% | 7% | -1% | -39% | -2% | 2% | 6% | 26%
CCC(C)c1ccc(NC(=O)C2CCN(c3ncccn3)CC2)cc1 (centres undefined) | -1% | -15% | 17% | 0% | 18%[59 µM] | 12% | 1% | -7% | -9%
CCOc1ccc(Nc2sc(C(=O)c3cccc(OC)c3)c(N)c2S(=O)(=O)c2ccccc2)cc1 | -7%[60.1 µM] | 107%[activator] | -11% | -21% | -20%[59 µM] | · | -5% | -5% | -1%
CCC(CC)NC(=O)CON=C1c2ccccc2-c2ccccc21 | -9% | 8% | 30% | -3% | 15%[59 µM] | ? | 0% | -3% | 36%
COc1ccc(N2CCN(C(=O)c3ccc4c(c3)N(Cc3cc(C)ccc3C)C(=O)c3ccccc3S4=O)CC2)cc1 (centres undefined) | -25% | -18% | 1% | ? | ? | · | -14% | -5% | 0%
Cc1ccccc1CNC(=O)C1=Cc2ccccc2OC1 | -11%[60.1 µM] | -10% | 29% | 9% | 5%[59 µM] | · | -1% | -15% | -1%
Cn1c(=O)c2c(nc(NN=C3CCCCC3)n2C)n(C)c1=O | 1% | -6% | 137%[activator] | · | 50µM* | -4% | -2% | -9% | 5%
O=C(COC(=O)c1cc([N+](=O)[O-])ccc1N1CCCC1)Nc1ccccc1OC(F)F | -4% | · | 5% | -10% | ? | -1% | · | -6% | ·
Cc1ccc(C2(C(F)(F)F)N=C3Sc4cc(C)cc(C)c4N3C(=O)N2)cc1 (centres undefined) | -8% | -23% | -5% | -17% | -10% | -3% | -2% | 15% | 11%
O=C(NCC(c1cccnc1)N1CCN(Cc2ccccc2)CC1)C(=O)Nc1ccc(Cl)cc1 (centres undefined) | -2% | -8% | -9% | -21% | -3%[59 µM] | · | -4% | -7% | -9%
C/C(=N\NC(=O)c1cc2ccccc2cc1O)c1ccc(C)o1 | -23% | -14% | ? | -10% | · | 4% | -8% | -4% | 79µM*
CCCN(CCC)CCNC(=O)CN1C(=O)COc2ccc(S(=O)(=O)N3CCOCC3)cc21 | -7%&-15% | -6%&-6% | -19%&-14% | -19%&-3% | -7% | 6% | 0%&3% | 4%&-6% | 2%&-3%
CCCOc1ccc(C2/C(=C(/O)c3ccc(F)cc3)C(=O)C(=O)N2CCCN(C)C)cc1 (centres undefined) | -18% | -1% | -4% | 3% | 40µM* | 1% | -2% | 2% | -21%
CC(=O)N1c2ccc(S(=O)(=O)NCCC(=O)NCc3ccc(F)cc3)cc2CC1C (centres undefined) | 2% | -2% | -1% | -11% | -6%[59 µM] | 10% | 0% | -2% | 13%
Cc1onc(-c2ccccc2Cl)c1C(=O)NNC(=O)c1cccc(F)c1 | 5% | -16% | 105%[activator] | -1% | -2% | 22% | 1% | -9% | 0%
CC(=O)Nc1ccc(NC(=O)CSc2nccn2Cc2ccc(Cl)cc2)cc1 | 4% | -14% | 10% | ? | 5% | 56%[activator] | -2% | 7% | 10%
Cc1ccc(-c2nc(C3CCCN(S(=O)(=O)c4ccc(C(F)(F)F)cc4)C3)no2)cc1 (centres undefined) | -1% | 36%[activator] | 11% | 26% | 2%[59 µM] | -5% | -10% | 8% | 4%
CCN1CCN(CCn2c(=S)[nH]c3cc4c(cc3c2=O)OCO4)CC1 | -13% | -8% | 16% | 4% | -1%[12.7 µM] | -3% | 7% | -11% | -1%
CCOc1ccc(CN2C(=O)c3ccccc3C2C(=O)NC(C)CC)cc1OC (centres undefined) | -16% | -1% | 12% | 0% | -8% | 39% | -3% | 5% | 1%
Cc1ccc(N/C=C/C(=O)c2cccs2)cc1C | 0% | -9% | 32%[activator] | 0% | -1% | 18% | -2% | -25% | 14%
CCOC(=O)CN1C(=O)S/C(=C/c2cccc([N+](=O)[O-])c2O)C1=O | -4% | -5% | 4% | ? | 35µM* | 1% | -8% | -13% | -23%
O=C1CN(C(=O)c2ccc(Cl)c(S(=O)(=O)N3CCc4ccccc43)c2)c2ccccc2N1 | -3% | 2% | 32%[activator] | ? | -23%[59 µM] | -8% | -6% | -16% | -14%
O=C(c1ccccc1)N1CCN(Cc2cccc(Oc3ccccc3)c2)CC1 | 9% | -12% | 9% | 50µM* | 16µM* | 21% | -3% | -19% | -2%
O=C(CCC1CCCC1)N1CCN(C(=O)C2CC2)CC1 | -3% | 1% | 30% | 5% | -4%[59 µM] | 5% | -1% | 2% | 4%
CC(C)(C)NC(=S)Nc1ccc(Br)cc1 | -17% | -22% | -2% | 2% | · | 0% | -6% | -8% | 27%
O=C1[C@H]2CCCC[C@H]2C(=O)N1CCCCN1CCN(c2nsc3ccccc23)CC1 | 11% | · | 5% | · | 1%[59 µM] | · | -5% | -13% | ·
CCOc1ccc(-c2c(C(=O)N/N=C/c3ccncc3)nnn2-c2nonc2N)cc1 | -21% | -6% | -1% | ? | 37%[activator] | -12% | -15% | -3% | 3%
CN(C)C(=O)c1ccc(NC(=O)COC(=O)c2cc3c(s2)CCCCC3)cc1 | -5% | · | -15% | 2% | 3.5µM* | 33% | · | -8% | ·
COC(=O)CNC(=O)C(C)NC(=O)CNC(=O)OCc1ccccc1 (centres undefined) | -3% | -6% | -4% | 6%[57.1 µM] | 5%[59 µM] | -3% | -3% | -19% | 13%

In the list so far, these contain a Cl atom.
SMILES | Pol kappa inh | Apoferritin bind | Pol iota inh | BAZ2B inh | G9a block | APE1 inh | BLM helicase inh | POLH inh | Pol beta inh
Cc1nn(-c2ccc(Cl)cc2)c2sc(C(=O)N3CCN(C(=O)c4ccco4)CC3)cc12 | · | -12% | · | 3% | -30% | 6% | -2% | · | 14%
Nc1nc(CSc2ccc(Cl)cc2)nc(N2CCCCC2)n1 | -1% | ? | 107%[activator] | -4% | 20% | -4% | -6% | ? | -22%
O=C(NCC(c1cccnc1)N1CCN(Cc2ccccc2)CC1)C(=O)Nc1ccc(Cl)cc1 (centres undefined) | -2% | -8% | -9% | -21% | -3%[59 µM] | · | -4% | -7% | -9%
Cc1onc(-c2ccccc2Cl)c1C(=O)NNC(=O)c1cccc(F)c1 | 5% | -16% | 105%[activator] | -1% | -2% | 22% | 1% | -9% | 0%
CC(=O)Nc1ccc(NC(=O)CSc2nccn2Cc2ccc(Cl)cc2)cc1 | 4% | -14% | 10% | ? | 5% | 56%[activator] | -2% | 7% | 10%
O=C1CN(C(=O)c2ccc(Cl)c(S(=O)(=O)N3CCc4ccccc43)c2)c2ccccc2N1 | -3% | 2% | 32%[activator] | ? | -23%[59 µM] | -8% | -6% | -16% | -14%
